From PubChem
LDHA block: LDHA (human) enzyme inhibition | P00338 | purified LDHA, NADH/diaphorase-resazurin fluorescence; stronger effect = lower value | activity change, % (values are at about 110 or 230 µM) | hit rate 0.15% among 480,000 | AID 1347041; in the data active = activity change below about -30%; inconclusive = mostly about -25% to -30%;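 also: plate controls were DMSO wells for no effect and wells without enzyme for full effect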
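Remaining NADH was detected by diaphorase (0.133 mg/mL) converting 37 µM resazurin to fluorescent resorufin, read at 0 and 20 minutes. The preceding 5-minute room-temperature reaction used 2 nM LDHA, 0.2 mM sodium pyruvate and 0.06 mM NADH at pH 7.4.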
Vif-A3F inh: inhibitors of Vif-A3F interaction | HeLa A3F-eYFP + Vif (tagged APOBEC3F with the HIV-1 protein that degrades it), YFP fluorescence increase | Potency, µM (top dose mostly 46.1 µM), without a hit: at the top dose activity, negative = active | hit rate 0.2% among 390,000; also: potency is read from the fitted curve at half-maximal effect; % of control where 0% means no effect; nearly all actives have a fitted effect of over 65% in size
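HeLa cells stably expressing A3F-eYFP plus Vif, plated and incubated overnight at 37 deg C, then exposed to compounds overnight at 37 deg C. Blocked degradation read as raised yellow fluorescence (Ex 488/Em 500-530).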
GRP78 ERSR act: ER stress response induction in glioma. hit rate 0.02% among 420,000. Potency, µM, for inactives: at the highest dose activation, hits mostly activators. U87-MG GRP78 promoter luciferase reporter, 16 h; also: potency is read from the fitted curve at half-maximal effect; series mostly up to about 76 µM; % of control where 0% means no effect; nearly all actives have a fitted effect of over 35% in size
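Stably transfected U87-MG glioma cells carrying a GRP78-based luciferase sensor; 16 h compound incubation. Luminescence end-point read 10 min after Bright-Glo addition at room temperature.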
TrxR1 substrate: substrates of rat thioredoxin reductase 1; O89049; purified TrxR1 substrate turnover, NADPH consumption readout; Potency, µM (titrated, usually from 114 µM), for the others: top-dose activity change, negative = substrate turnover; hit rate 0.01% among 390,000; also: potency is read from the fitted curve at half-maximal effect; % is scaled to controls: 0 for no effect and ±100 for the full control effect; nearly all actives have a fitted effect of over 50% in size
Target sequence (O89049 whole entry, looked up): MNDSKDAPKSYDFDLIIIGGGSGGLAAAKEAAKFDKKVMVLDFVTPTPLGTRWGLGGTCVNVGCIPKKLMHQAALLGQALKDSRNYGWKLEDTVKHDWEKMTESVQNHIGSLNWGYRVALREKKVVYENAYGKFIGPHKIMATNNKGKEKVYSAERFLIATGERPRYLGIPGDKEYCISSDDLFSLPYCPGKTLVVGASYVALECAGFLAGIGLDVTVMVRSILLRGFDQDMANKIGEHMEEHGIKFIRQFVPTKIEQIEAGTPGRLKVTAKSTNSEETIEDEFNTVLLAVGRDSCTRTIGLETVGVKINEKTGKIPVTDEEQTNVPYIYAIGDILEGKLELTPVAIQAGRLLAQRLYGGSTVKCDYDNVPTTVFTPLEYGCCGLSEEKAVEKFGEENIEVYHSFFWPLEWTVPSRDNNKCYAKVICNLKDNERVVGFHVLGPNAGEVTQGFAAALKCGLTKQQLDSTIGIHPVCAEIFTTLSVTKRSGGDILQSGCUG
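Rat TrxR1, dispensed at 90 nM, was prereduced with 400 uM NADPH (final) for 5 min at ~22 deg C, then incubated with compound 15 min before 400 uM selenite. A first-read NADPH fluorescence drop versus no-compound background flagged substrates.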
USP1-UAF1 inh: USP1/UAF1 (human) deubiquitinase inhibition. Potency, µM (series often up to 57.1 µM), for the others: at the highest dose activity change, negative = inhibition, usual class: inhibitors. hit rate 0.23% among 390,000. O94782. recombinant USP1/UAF1, Ub-Rhodamine cleavage fluorescence; also: potency is read from the fitted curve at half-maximal effect; % is scaled to controls: 0 for no effect and ±100 for the full control effect; nearly all actives have a fitted effect of over 60% in size; inactives centre near -12
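1 nM enzyme complex + cpd, 15 min RT; start with Ub-Rho 150nM final; kinetic fluorescence ex 480/em 540, 6 reads q60 s. Buffer 50mM HEPES pH 7.8, 0.5mM EDTA, 0.1 mg/ml BSA, 1mM TCEP, 0.01% Tween-20.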
Vif-A3G inh: inhibitors of Vif-APOBEC3G interaction; Q9HC16; HeLa A3G-eYFP + Vif (tagged APOBEC3G with the HIV-1 protein that degrades it), YFP fluorescence, overnight; Potency, µM (doses to about 46.1 µM), inactives show top-dose activity, negative = active, hits mostly inhibitors; hit rate 0.076% among 410,000; AID 602310;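 also: potency is read from the fitted curve at half-maximal effect; % is scaled to controls: 0 for no effect and ±100 for the full control effect; nearly all actives have a fitted effect of over 60% in size; hits raise eYFP signal because A3G escapes Vif-driven loss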
Target sequence (Q9HC16 whole entry, looked up): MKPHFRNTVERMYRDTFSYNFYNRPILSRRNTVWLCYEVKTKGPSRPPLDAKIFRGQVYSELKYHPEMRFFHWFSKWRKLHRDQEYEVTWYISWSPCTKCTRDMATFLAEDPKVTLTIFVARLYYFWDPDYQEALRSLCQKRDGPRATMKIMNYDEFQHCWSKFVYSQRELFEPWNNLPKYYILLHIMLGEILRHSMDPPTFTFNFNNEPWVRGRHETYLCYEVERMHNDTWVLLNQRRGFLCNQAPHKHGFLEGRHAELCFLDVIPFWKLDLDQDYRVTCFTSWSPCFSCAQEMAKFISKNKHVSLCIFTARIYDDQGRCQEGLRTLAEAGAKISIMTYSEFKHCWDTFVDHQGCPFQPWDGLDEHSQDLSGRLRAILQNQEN
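HeLa cells stably expressing Vif and C-terminally eYFP-tagged A3G, seeded overnight at 37 deg C, then exposed to compound by pintool overnight at 37 deg C. Rise in yellow fluorescence (Ex 488/Em 500-530, Acumen) marks blocked Vif-driven A3G degradation.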
RGS4 inh: human RGS4 inhibition; AID 504845; P49798; Transcreener GDP fluorescence polarization, RGS4-accelerated GTP hydrolysis; hit rate 0.039% among 390,000; Potency, µM (top dose mostly 114 µM), inactives show top-dose activity change, negative = inhibition, actives largely listed as inhibitors; also: potency is read from the fitted curve at half-maximal effect; % is scaled to controls: 0 for no effect and ±100 for the full control effect; nearly all actives have a fitted effect of over 75% in size; some results filed as inactive show a strong effect at the top dose
Target sequence (P49798 whole entry, looked up): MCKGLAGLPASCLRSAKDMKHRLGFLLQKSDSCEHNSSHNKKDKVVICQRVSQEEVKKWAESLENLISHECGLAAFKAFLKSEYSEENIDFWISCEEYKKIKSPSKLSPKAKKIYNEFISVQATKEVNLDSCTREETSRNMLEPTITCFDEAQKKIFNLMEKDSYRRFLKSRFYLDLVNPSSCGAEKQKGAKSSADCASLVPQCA
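MLSMR compounds (23 nl, pin-transferred) preincubated 10 min at room temperature with a 500nM (2x) first reagent, then RGS4 at 900nM (2x) plus Transcreener GDP mix added; fluorescence polarization (620/688 nm) read before and after 90 min at 30 °C.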
IDH1 R132H inh: human IDH1 R132H inhibition; IDH1-R132H enzyme, NADPH consumption, diaphorase/resazurin fluorescence; Potency, µM (series often up to 76.6 µM), for the others: at the highest dose activity change, negative = inhibition, hits mostly inhibitors; hit rate 0.093% among 390,000; AID 602179; also: potency is read from the fitted curve at half-maximal effect; % is scaled to controls: 0 for no effect and ±100 for the full control effect; nearly all actives have a fitted effect of over 65% in size
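IDH1-R132H (0.5 ug/mL dispensed) in pH 7.5 Tris buffer was preincubated 30 min with compound, then given a substrate mix of 0.016 mM NADPH and 2 mM alpha-KG for 80 min at room temperature; remaining NADPH was read by diaphorase/resazurin fluorescence.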
TrxR1 inh: rat TrxR1 inhibition | Potency, µM (titrated, usually from 114 µM), inactives show top-dose activity change, negative = inhibition, hits mostly inhibitors | O89049 | recombinant rTrxR1, NADPH fluorescence consumption, selenite substrate | hit rate 1% among 390,000; also: potency is read from the fitted curve at half-maximal effect; % is scaled to controls: 0 for no effect and ±100 for the full control effect; nearly all actives have a fitted effect of over 65% in size
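Rat TrxR1 (90 nM in the dispensed reagent) was pre-reduced with 400 uM NADPH for 5 min at room temperature, then incubated with compound for 15 min. After 400 uM selenite was added, NADPH fluorescence (Ex 340/Em 450 nm) was followed for 8 min.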
* = called active by the depositor; u = inconclusive; x = not tested or not shown; [ ] = another dose, or the depositor's remark. Unless noted, calls follow the shape of the dose curve; as a rule, active = well fitted curve in the direction sought with a large enough effect; inconclusive = small, poorly fitted or top-dose-only effect, or another doubt; inactive = no such curve, though single readings can be large; an effect the other way counts as inactive or inconclusive. Only part of the results is shown. The share of hits here may be higher or lower than overall.

mol	TrxR1 substrate	GRP78 ERSR act	TrxR1 inh	Vif-A3F inh	LDHA block	Vif-A3G inh	RGS4 inh	USP1-UAF1 inh	IDH1 R132H inh
CCn1nc(C)c(CNC(=O)CC2C(=O)NCCN2Cc2ccc(C)o2)c1C (stereo not given)	4%	-4%	-6%	0%	0	-1%	1%	-8%	8%
COc1ccccc1C(=O)Nc1ccc(C(=O)O)cc1	-13%	-1%	-21%	-2%	-4	1%	3%	3%	-2%
CCSC1=C(C#N)C(c2ccccc2Cl)C(C(=O)c2cccs2)C(O)(C(F)(F)F)N1 (stereo not given)	-6%	-11%	10%	-25%	-1	-3%	-11%[56.9 µM]	-11%	10%
CCOC(=O)C(=O)Nc1ccccc1C(N)=O	6%	-5%	17%[57.1 µM]	-4%	-5	0%	-7%	-18%	8%
O=C(NC(Cc1c[nH]c2ccccc12)C(=O)Nc1ccc(F)cc1)c1cccs1 (stereo not given)	-13%	-7%	-16%	0%	-9	1%	2%	-15%	3%
CC(=O)Cn1c(CN2CCN(C(=O)c3ccco3)CC2)nc2c1c(=O)n(C)c(=O)n2C	-1%	-3%	12%	-7%	-6	2%	-2%	1%	-5%
Cc1nc(Cl)sc1C(=O)Nc1ccc(Cl)cc1	-7%	3%	-12%	-3%	1	-3%	23%	-11%	3%
CC(C)(C)[C@@H]1COC(=O)[C@H](Cc2ccc(F)cc2)CC/C=C\C[C@@H](CC(=O)NCCO)C(=O)N1	-2%	3%	5%	-2%	-7	1%	-1%	-9%	-7%
O=C(C1CCC1)N1CCc2cc(S(=O)(=O)Nc3ccc4c(c3)OCCO4)ccc21	4%[57.1 µM]	-5%	15%[57.1 µM]	5%	-6	3%	-4%	-22%	2%
COc1cccc(-c2ccc(-c3noc(-c4ccccc4Br)n3)c(OC)n2)c1	3%	-2%	0%	10%	-5	-1%	0%	-17%	16%
O=C(Nc1cc(Br)ccc1O)C1CC(c2c(F)cccc2Cl)=NO1 (stereo not given)	4%	-3%	27%	0%	-1	-12%	-18%	-23%	-4%
O=C(N/N=C/c1ccccc1C(=O)O)c1ccc(COc2cccc3cccnc23)cc1	8%[57.1 µM]	3%	12%[57.1 µM]	1%	-6	-1%	5%	-24%	-14%
CCC(C(=O)NCCN1CCOCC1)n1nc(C)n2c(cc3sccc32)c1=O (stereo not given)	6%[57.1 µM]	1%	25%[57.1 µM]	0%	-3	0%	4%[56.9 µM]	-9%	-8%
COc1ccc(-n2c(N)c(C(=O)NCc3ccco3)sc2=S)cc1	-6%	-6%	4%	6%	-3	-1%	-26%	-3%	16%
c1ccc(-n2c(SCc3nc(-c4cccs4)no3)nnc2-c2ccco2)cc1	3%	-6%	u	-4%	-1	-16%	-11%	12%	5%

Next results.
mol	TrxR1 substrate	GRP78 ERSR act	TrxR1 inh	Vif-A3F inh	LDHA block	Vif-A3G inh	RGS4 inh	USP1-UAF1 inh	IDH1 R132H inh
Cc1c(S(=O)(=O)c2ccccn2)c(N)n(Cc2ccccc2)c1C	2%[57.1 µM]	-2%	11µM*	-21%	2	-8%	-15%	-12%	11%
CCCCSC1(SCCCC)N=C(N)C2(C#N)C(c3ccccc3)NC(C)=CC12C#N (stereo not given)	5%[57.1 µM]	-3%	5%[57.1 µM]	0%	-2	-8%	-12%	-9%	-1%
C[C@H](CO)N1C[C@H](C)[C@@H](CN(C)CC2CCCCC2)Oc2c(NC(=O)C3CC3)cccc2C1=O	-5%	0%	-6%	0%	0	3%	11%	-19%	-12%
Cc1cccc(C(=O)NCCC(=O)Nc2ccc(C)c(F)c2)c1	-5%	-4%	3%[57.1 µM]	-3%	-1	-3%	6%	-10%	10%
O=C(NCCc1cn2ccccc2n1)C1CCCCC1	25%[57.1 µM]	-4%	16%[57.1 µM]	-2%	0	0%	-14%	-9%	-2%
CCn1c(=N)n(CCOc2ccc(OC)cc2)c2ccccc21	10%[57.1 µM]	-8%	-4%	9%	-6	-4%	-5%[11.4 µM]	-5%	1%
Cc1ccc2nc3c(cc(S(=O)(=O)c4ccccc4)c(=N)n3C3CCCC3)c(=O)n2c1	-1%	4%	2%	3%	3	-3%	-25%	-9%	0%
O=P(c1ccccc1)(c1ccccc1)c1ccc(O)cc1	6%	-5%	22%	u	-2	0%	-5%	-24%	17%
O=C(NCc1ccccc1F)C1CCCN(S(=O)(=O)N2CCOCC2)C1 (stereo not given)	2%	-4%	25%	0%	-2	1%	-2%	-9%	4%
CN(C)CCNc1ncnc2ccccc12	4%	-4%	18%	1%	4	1%	-6%	-18%	1%
O=C(NC(Cc1ccccc1)C(=O)O)/C(=C\c1ccc(Br)cc1)NC(=O)c1ccc(Br)o1 (stereo not given)	-5%	-4%	-10%	3%	-5	-2%	-4%	-4%	-6%
COc1ccc(CNC(=O)CN2C(=O)CSc3ccc(S(=O)(=O)N4CCCCC4)cc32)cc1	-9%	-3%	3%	2%	-3	-1%	-21%	-18%	-10%
Cc1cccc(C)c1NC(=O)Cn1nnc(C(=O)Nc2ccc(F)cc2F)c1N	-1%	-4%	22%	-3%	-6	0%	6%	-8%	2%
CNC(=S)N1CCC(NC(=O)C23CC4CC(CC(C4)C2)C3)CC1	-3%	-2%	6%[57.1 µM]	-2%	-11	-1%	u	-3%	8%
COc1ccccc1N1CCN(C(CNS(=O)(=O)c2ccccc2)c2ccccc2)CC1 (stereo not given)	u	-5%	0%	-4%	-17	-22%	24%	-6%	-18%

Additional structures
mol	TrxR1 substrate	GRP78 ERSR act	TrxR1 inh	Vif-A3F inh	LDHA block	Vif-A3G inh	RGS4 inh	USP1-UAF1 inh	IDH1 R132H inh
NS(=O)(=O)c1ccc(CCNC(=O)CSc2cccs2)cc1	4%	-3%	32%	10%	-2	-1%	2%	-11%	-8%
O=C(CN1C(=O)C2CC=CCC2C1=O)Nc1ccc(Br)cc1 (stereo not given)	-1%	-3%	3%	2%	-4	-9%	-7%	-19%	6%
O=C(COc1ccccc1C(=O)Nc1ccccc1)c1ccc(F)cc1	3%[57.1 µM]	-2%	31%[57.1 µM]	-5%	-5	0%	-3%	-16%	1%
C[C@H](C(=O)OCO/N=[N+](\[O-])N1CCCC1)c1cccc2ccccc12	-10%	-3%	18µM*	x	x	0%	-14%	x	x
COc1cccc(NC(=O)C(C)NS(=O)(=O)c2ccc(Br)cc2)c1 (stereo not given)	-15%	-3%	-13%	10%	-3	0%	7%	-3%	-2%
OC(COc1ccccc1)CN1C2=NCCCN2c2ccccc21 (stereo not given)	14%	-4%	19%[57.1 µM]	-6%	-5	1%	-30%	-14%	2%
CC1CCCC(C)N1C(=O)COc1ccc(C(=O)N/N=C/c2ccc(C(=O)O)cc2)cc1 (stereo not given)	-5%[57.1 µM]	-4%	-2%[57.1 µM]	5%	-3	0%	22%	-11%	-4%
CCOC(=O)c1c(C)nc2sc(C(N)=O)c(N)c2c1-c1ccc(OC)cc1	7%[57.1 µM]	-6%	-15%[57.1 µM]	4%	-8	0%	-34%	-15%	10%
CC(C(=O)NCCCN1CCOCC1)n1cccc1C(=O)c1ccccc1 (stereo not given)	-11%	-5%	-14%	5%	-2	-5%	13%	0%	-5%
O=C(NCc1ccccc1)C1=C[C@H](c2csc3ccccc23)C[C@H](OCCCCO)O1	-1%	-2%	-6%	2%	6	1%	-18%	u	2%
COc1cc(NC(=O)c2ccc3c(c2)OCCO3)ccc1NC(=O)c1cccs1	8%[57.1 µM]	1%	22%[57.1 µM]	-6%	-5	-5%	-6%	-23%	3%
O=C(c1ccco1)N1CCN(c2nc3c(Cl)cccc3s2)CC1	3%[57.1 µM]	1%	23%[57.1 µM]	9%	-9	2%	30%	-24%	-5%
Cc1ccc(C)c(S(=O)(=O)NC(Cc2c[nH]c3ccccc23)C(=O)O)c1 (stereo not given)	-6%	-4%	-8%	-1%	-2	10%	-18%	-21%	2%
NC(=O)C1CCN(C(=O)c2ccccc2NC(=O)c2nsc3ccccc23)CC1	-5%[57.1 µM]	0%	-14%[57.1 µM]	-5%	2	1%	11%	-13%	2%
O=c1cc(CS(=O)(=O)c2ccccc2)nc(-c2ccncc2)[nH]1	10%	-2%	19%	2%	-4	-5%	-5%	-14%	1%

Going on with the list.
mol	TrxR1 substrate	GRP78 ERSR act	TrxR1 inh	Vif-A3F inh	LDHA block	Vif-A3G inh	RGS4 inh	USP1-UAF1 inh	IDH1 R132H inh
CNC(=O)COc1cccc(C(=O)NCc2ccccc2)c1	7%[57.1 µM]	-5%	22%[57.1 µM]	6%	-15	0%	13%	-4%	5%
NC(=O)c1c(-c2ccccc2)oc2ccc(O)cc12	8%[57.1 µM]	-1%	-2%[57.1 µM]	-10%	8	0%	-17%	5%	3%
O=C(/C=C/c1cccc(Cl)c1)Nc1ncccn1	-12%	3%	-18%	-18%	-6	2%	2%	-12%	11%
COc1ccc(CN2CCN(C(=O)c3cccc4ccccc34)CC2)cc1Br	-5%	-6%	-3%	8%	-7	2%	-10%	-21%	1%
Cc1ccccc1CSc1ncc(Cl)c(C(=O)Nc2nc3ccc(F)cc3s2)n1	0%	-3%	4%	1%	-20	1%	-2%	-9%	0%
